PKA-R2B act = activators of PKA-R2B holoenzyme, primary screen, biochemical, fluorescence polarization, Cy5-IP20, human; AID 504700, 2011; hit rate 0.079% among 340,000; PKA-R2B holoenzyme dissociation; R2B truncated from residue 108, S112A mutant; 0% DMSO only, 100% 113 µM cGMP; activation, % at 11.4 µM;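 active = activation above a cutoff set at the mean over all compounds plus 3 SD, cut at about 18% in these data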;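 also: higher means more holoenzyme dissociation and a rise in polarization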
Target sequence (P31323 whole entry, looked up, other chains not shown, the tested form may be a part): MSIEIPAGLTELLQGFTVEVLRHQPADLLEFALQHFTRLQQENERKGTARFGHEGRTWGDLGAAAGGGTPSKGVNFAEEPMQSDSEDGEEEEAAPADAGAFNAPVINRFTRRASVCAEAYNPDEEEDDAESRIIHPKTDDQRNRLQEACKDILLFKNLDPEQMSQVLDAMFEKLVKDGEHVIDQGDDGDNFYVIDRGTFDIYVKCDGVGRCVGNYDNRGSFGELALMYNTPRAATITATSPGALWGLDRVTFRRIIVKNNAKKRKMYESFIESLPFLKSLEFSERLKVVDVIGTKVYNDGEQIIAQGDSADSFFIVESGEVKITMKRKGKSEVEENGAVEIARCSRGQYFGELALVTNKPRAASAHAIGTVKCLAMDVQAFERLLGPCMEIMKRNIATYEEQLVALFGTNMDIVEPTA
DAGLB inh = DAGLB lipase inhibitors, primary screen, biochemical, fluorescence, HTS; inhibition, % at 5.17 µM; HEK293T DAGLB membrane lysate, EnzChek fluorogenic substrate; hit rate 0.059% among 340,000; in the data active = inhibition above about 34%;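 also: 0% = enzyme with vehicle and 100% = wells lacking enzyme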
Target sequence (Q8NCG7 whole entry, looked up): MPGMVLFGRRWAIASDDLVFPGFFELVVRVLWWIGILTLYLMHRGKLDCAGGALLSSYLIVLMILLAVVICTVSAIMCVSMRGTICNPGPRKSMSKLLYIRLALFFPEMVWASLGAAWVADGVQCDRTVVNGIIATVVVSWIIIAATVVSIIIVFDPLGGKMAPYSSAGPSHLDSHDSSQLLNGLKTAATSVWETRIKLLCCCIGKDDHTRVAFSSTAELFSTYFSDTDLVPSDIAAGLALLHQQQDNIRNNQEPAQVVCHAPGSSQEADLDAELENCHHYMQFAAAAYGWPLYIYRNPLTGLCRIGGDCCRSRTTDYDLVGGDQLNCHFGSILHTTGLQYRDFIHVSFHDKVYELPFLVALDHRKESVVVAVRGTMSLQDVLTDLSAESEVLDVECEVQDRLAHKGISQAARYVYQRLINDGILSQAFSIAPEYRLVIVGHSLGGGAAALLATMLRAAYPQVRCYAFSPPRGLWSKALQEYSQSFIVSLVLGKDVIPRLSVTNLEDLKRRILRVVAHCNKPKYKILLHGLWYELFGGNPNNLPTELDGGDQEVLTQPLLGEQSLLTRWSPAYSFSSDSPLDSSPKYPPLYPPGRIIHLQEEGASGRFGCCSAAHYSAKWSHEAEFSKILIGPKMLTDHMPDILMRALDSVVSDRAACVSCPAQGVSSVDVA
Arr AP2 block = inhibitors of beta-arrestin/AP2 binding, primary screen, biochemical, GPCR trafficking, flow cytometry; inhibition, % at 10 µM; hit rate 0.31% among 340,000; beta-arrestin 1 C-terminal peptide binding to AP2 beta2-adaptin appendage (human); FITC-arrestin peptide / GST-AP2 beads; AP2 beta2 appendage carries R879A mutation; AID 504490, 2011;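 active = inhibition above a set limit, near 3 SD of compounds lacking own fluorescence, cut at about 54% in these data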;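 also: plate controls were DMSO wells for no effect and 5 µM unlabelled arrestin peptide for full effect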
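Material – GST-tagged AP2 beta2-adaptin appendage (R879A) on 4 µm glutathione beads · Probe or stimulus – fluorescein-tagged arrestin peptide at 50 nM final · Timing – 12 min plus 1 h, RT · Detection – bead flow cytometry, FITC channel · Read-out basis – inhibition as reduced fluorescein signal on beads, percent · Medium – PBS plus Tween 20 (0.05%) and BSA (0.1%)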
DSG3 Ab inh = inhibitors of pemphigus antibody binding to DSG3, primary screen, biochemical, bead-based, flow cytometry, scFv-GFP; DSG3-coupled beads, scFv-anti-DSG3-GFP binding; hits give low values; Desmoglein-3 (Homo sapiens), P32926; binding (percent of control), % at 10 µM; hit rate 0.48% among 310,000; AID 588358, 2011;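 active = binding more than 3 SD below its plate's average and above zero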;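 also: hits lower antibody fragment binding to DSG3; some compounds called inactive have numbers as strong as hits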
OPRM1-OPRD1 inv = inverse agonists of MOR-DOR heterodimerization, primary screen, cell-based, luminescence; AID 504357, 2011; hit rate 0.21% among 340,000; inhibition, % at 9.3 µM; cell-based MOR-DOR heterodimer luminescence, inverse agonism; in the data active = inhibition above about 22%, passing the limit was not always enough;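 also: 0% = cells with DMSO and 100% = wells without cells with DMSO; values of inactives mirror those of a sister screen read the other way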
MOR-DOR ag = agonists of OPRM1-OPRD1 heterodimerization, primary screen, cell-based, luminescence | cells | activation, % at 9.3 µM | hit rate 0.3% among 340,000; in the data active = activation above about 18%;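 also: 0% = vehicle-treated cells and 100% = reference agonist; values of inactives mirror those of a sister screen read the other way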
V-ATPase pH = regulators of yeast V-ATPase proton pumping, primary screen, pHLuorin cytosolic pH fluorescence; S. cerevisiae; hit rate 0.37% among 350,000; response, % at 10 µM; in the data active = response mostly above about 7.3%, no sharp cut-off; inactive = mostly below about 5.4%; also: actives read high; inactives centre near 0; some compounds called inactive have numbers as strong as hits; reference of the scale not given here
PKA-R1A activ = activators of PKA-R1A holoenzyme, primary screen, biochemical, fluorescence polarization, Cy5-IP20, bovine R1A, mouse PKAc. cAMP-dependent protein kinase type I-alpha regulatory subunit (Bos taurus) + …. PKA-R1A dissociation; scaled: DMSO 0%, 113 µM cGMP 100%. activation, % at 11.4 µM. hit rate 0.083% among 340,000. AID 504707, 2011;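 active = percent activation above the mean of all tested compounds plus 3 SD, cut at about 19% in these data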;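 also: higher means more PKAc released from R1A so a rise in polarization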
HTR5A ag = HTR5A agonists in luminescence cell assay, primary screen, counter-screen for OPRM1-OPRD1 heterodimer agonist project, full-deck HTS; activation, % at 9.3 µM; 5-hydroxytryptamine receptor 5A (Homo sapiens), P47898; hit rate 0.61% among 340,000; AID 504692, 2011; cell-based; in the data active = activation mostly above about 9.5%, no sharp cut-off; inactive = mostly below about 7.6%;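 also: 0% = cells with vehicle only and 100% = reference agonist; strong numbers were not always called active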
HTR5A inv ctr = HTR5A inverse agonists in luminescence cell assay, primary screen, counter-screen for OPRM1-OPRD1 heterodimer inverse agonist project, full-deck HTS; 5-hydroxytryptamine receptor 5A (Homo sapiens), P47898; HTR5A cell line, inverse agonism; inhibition, % at 9.3 µM; hit rate 0.083% among 340,000; in the data active = inhibition mostly above about 23%, no sharp cut-off; inactive = mostly below about 18%;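 also: 0% = cells with DMSO and 100% = no-cell wells with DMSO; some compounds called inactive have numbers as strong as hits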
* hit, by the source's call; / = not tested or not shown.

SMILES	PKA-R2B act	DAGLB inh	Arr AP2 block	DSG3 Ab inh	OPRM1-OPRD1 inv	MOR-DOR ag	V-ATPase pH	PKA-R1A activ	HTR5A ag	HTR5A inv ctr
CCCCCCn1c(NCC)nc2c1c(=O)n(C)c(=O)n2C	-3	2	-1	105	-6	1.0	-1	3	0	12
Cc1nc2ccccn2c1-c1csc(Nc2ccc(C(=O)O)cc2)n1	4	-2	-15	98	14	-3.0	2	-12	5	-20
COc1ccc(-n2nc(C(=O)N3CCC(C#N)CC3)c3c4ccccc4n(C)c3c2=O)cc1	2	2	2	102	10	-1.9	-3	-3	-1	2
O=C(NNC(=O)C1CC1c1ccccc1)c1ccccc1[N+](=O)[O-] (stereo not drawn)	-15	1	6	77	17	-3.1	2	-4	2	9
Cc1ccc(C2C3=C(CC(C)(C)CC3=O)Nc3[nH]c(=S)[nH]c(=O)c32)cc1 (stereo not drawn)	2	2	15	83	15	-3.0	-1	7	-2	11
O=C(CSc1nnnn1-c1ccc(F)cc1)c1ccc(O)c(O)c1	-8	16	28	102	-5	0.9	2	1	1	-4
COCCNC(=O)Nc1ccc(F)cc1	7	-1	17	104	12	-2.3	-1	9	3	-17
CC1(c2ccc3ccccc3c2)NC(=O)N(CC(=O)NCc2cccs2)C1=O (stereo not drawn)	4	1	4	86	1	-0.1	1	-1	-2	5
O=C(NNc1cccc(Cl)n1)Nc1ccccc1	-2	-2	14	/	-1	0.2	-6	2	1	-23
O=C(c1ccc(N2CCOCC2)cc1)N1CCCC(Nc2ccccc2)C1 (stereo not drawn)	-3	0	5	99	12	-2.2	-4	3	7	-13
CCCCn1c(N)c(N(Cc2ccccc2OC)C(=O)CC2OC(=O)c3ccccc32)c(=O)[nH]c1=O (stereo not drawn)	-6	3	-3	104	4	-0.5	-2	-11	7	-18
CN(CC(=O)C(C(N)=O)c1ccccc1)c1ccccc1 (stereo not drawn)	-2	2	/	101	/	/	8	9	/	/
CCCCNS(=O)(=O)c1ccc2nc(-c3cccnc3)cc(C(=O)NC3CCCC3)c2c1	-1	-1	9	102	16	-3.1	-7	3	2	-22
CCCCCCOc1ccc(/C(C)=N/NC2=NCCN2)cc1[N+](=O)[O-]	-2	4	-1	114	-50	7.2	7	-7	-1	-3
CCN(CC)CCNC(=O)c1cc2c(s1)-c1ccccc1SC2	-11	-2	14	111	-21	4.2	-2	-1	13*	-48
CCOc1c2c(nc3ccc(Cl)cc13)CCC2	2	-2	4	98	7	-1.2	4	-7	4	-4
CN(c1ccc(OCC(=O)N2CCN(c3ccc(F)cc3)CC2)cc1)S(=O)(=O)c1cccs1	6	-1	16	104	7	-1.3	-1	-10	2	-14
C=CCN=c1scc(-c2ccc3c(c2)NC(=O)CO3)n1/N=C(\C)c1ccccn1	-5	1	31	97	16	-3.4	-3	-2	-7	30
CCOC(=O)c1cnn(-c2cc(C)nc3c(-c4ccccc4)c(C)nn23)c1N	4	2	-8	109	3	-0.7	/	-7	5	-11
N#Cc1ccc(CSc2ncccn2)cc1	0	2	10	97	19	-3.9	0	-5	3	-13

Two of the compounds above, with bars between the fields:
SMILES | PKA-R2B act | DAGLB inh | Arr AP2 block | DSG3 Ab inh | OPRM1-OPRD1 inv | MOR-DOR ag | V-ATPase pH | PKA-R1A activ | HTR5A ag | HTR5A inv ctr
C=CCN=c1scc(-c2ccc3c(c2)NC(=O)CO3)n1/N=C(\C)c1ccccn1 | -5 | 1 | 31 | 97 | 16 | -3.4 | -3 | -2 | -7 | 30
CCOC(=O)c1cnn(-c2cc(C)nc3c(-c4ccccc4)c(C)nn23)c1N | 4 | 2 | -8 | 109 | 3 | -0.7 | / | -7 | 5 | -11

(list continues)
SMILES	PKA-R2B act	DAGLB inh	Arr AP2 block	DSG3 Ab inh	OPRM1-OPRD1 inv	MOR-DOR ag	V-ATPase pH	PKA-R1A activ	HTR5A ag	HTR5A inv ctr
COCCCNC(=S)N1CCN(S(C)(=O)=O)CC1	-2	3	-1	/	-2	0.3	7	-5	4	2
CCCC(=O)NC(C)c1nc(-c2ccc(C)cc2)no1 (stereo not drawn)	-6	2	-11	97	20	-3.5	-2	-4	2	-14
CN(C)C(=S)Oc1ccccc1C1(C)OCCO1	5	3	/	104	/	/	-3	12	/	/
O=C(Oc1ccc(-c2nccc(-c3ccccn3)n2)cc1)c1cccc(C(F)(F)F)c1	4	-2	5	112	17	-4.0	-3	-1	6	2
C=CCn1c(=O)n(CCOC)c(=O)c2sc3ccccc3c21	-1	2	-1	94	10	-1.7	-3	-7	-2	-8
Cc1ccc(C(=O)COC(=O)c2cccc(N3C(=O)c4c(C)nc5ccccc5c4C3=O)c2)cc1C	4	-2	0	83	16	-2.9	-2	3	1	-28
COc1cc2c(cc1OC)C(C(=O)Nc1cccc(C)n1)C(c1cccnc1)N(C)C2=O (stereo not drawn)	-10	0	-6	86	17	-3.1	5	-6	0	-11
O=C(Nc1nnc(C2CC2)s1)C1CCCCN1S(=O)(=O)c1ccccc1 (stereo not drawn)	13	2	3	/	-1	0.3	9	13	4	-7
CCCCCN(C(=O)NC(=O)Nc1ccccc1C)S(C)(=O)=O	-12	-1	9	103	-4	0.7	0	-1	-2	4
O=C(O)c1ccc(N2C(=O)c3cccc(Oc4ccc(Cl)cc4)c3C2=O)cc1	-5	2	6	85	15	-2.2	-4	-6	-3	8
COc1cccc(CN(C)C(=O)c2cc(-c3ccc(F)cc3)nc3ccccc23)c1	1	-5	-4	109	-26	5.1	5	-15	1	-2
COc1ccccc1CCNC(=O)C(=O)NCC1OCCN1S(=O)(=O)c1ccc([N+](=O)[O-])cc1 (stereo not drawn)	1	1	-7	/	-20	3.8	0	-9	-3	12
Cc1nc(N=C(N)N)nc2ccccc12	-9	0	17	105	-5	0.9	0	-1	8	-22
COc1ccc(Cl)cc1NC(=O)CN1CCc2ccccc2C1	0	-9	-1	122	-13	2.8	0	-5	2	-7
Cn1c(N)c(C(=O)COC(=O)C2CCCCC2)c(=O)n(C)c1=O	-9	0	25	98	10	-2.0	-2	-2	1	-38
CCOc1ccc(CN(C)CCc2ccccn2)cc1	-2	1	9	93	8	-1.5	-1	-4	-2	4
CCCCn1c(SCC(=O)Nc2ccc(OC)cc2)nc2ccc(N3CCOCC3)cc2c1=O	-3	2	20	98	4	-0.9	2	-6	0	-1
COc1ccc(-c2cc(N3C(=O)Nc4ccccc4N3O)n[nH]2)cc1OC	7	2	-7	105	11	-2.0	3	-2	-3	2
CC(C)(C)N=C1C([N+](=O)[O-])=CC=C2C1=NC1(CCCCC1)N2O	-1	7	18	99	-39	7.5	-1	0	4	-16
CCOC(=O)C1(CC2CC2)CCN(Cc2cn(C)c3ccccc23)CC1	-5	2	-10	106	-125	18*	-1	-5	-5	17

10 compounds already listed, ordered by number of heavy atoms, ascending.
SMILES	PKA-R2B act	DAGLB inh	Arr AP2 block	DSG3 Ab inh	OPRM1-OPRD1 inv	MOR-DOR ag	V-ATPase pH	PKA-R1A activ	HTR5A ag	HTR5A inv ctr
Cc1nc(N=C(N)N)nc2ccccc12	-9	0	17	105	-5	0.9	0	-1	8	-22
CCOc1ccc(CN(C)CCc2ccccn2)cc1	-2	1	9	93	8	-1.5	-1	-4	-2	4
CC(C)(C)N=C1C([N+](=O)[O-])=CC=C2C1=NC1(CCCCC1)N2O	-1	7	18	99	-39	7.5	-1	0	4	-16
CCOC(=O)C1(CC2CC2)CCN(Cc2cn(C)c3ccccc23)CC1	-5	2	-10	106	-125	18*	-1	-5	-5	17
COc1ccc(-c2cc(N3C(=O)Nc4ccccc4N3O)n[nH]2)cc1OC	7	2	-7	105	11	-2.0	3	-2	-3	2
O=C(O)c1ccc(N2C(=O)c3cccc(Oc4ccc(Cl)cc4)c3C2=O)cc1	-5	2	6	85	15	-2.2	-4	-6	-3	8
COc1cccc(CN(C)C(=O)c2cc(-c3ccc(F)cc3)nc3ccccc23)c1	1	-5	-4	109	-26	5.1	5	-15	1	-2
COc1cc2c(cc1OC)C(C(=O)Nc1cccc(C)n1)C(c1cccnc1)N(C)C2=O (stereo not drawn)	-10	0	-6	86	17	-3.1	5	-6	0	-11
COc1ccccc1CCNC(=O)C(=O)NCC1OCCN1S(=O)(=O)c1ccc([N+](=O)[O-])cc1 (stereo not drawn)	1	1	-7	/	-20	3.8	0	-9	-3	12
Cc1ccc(C(=O)COC(=O)c2cccc(N3C(=O)c4c(C)nc5ccccc5c4C3=O)c2)cc1C	4	-2	0	83	16	-2.9	-2	3	1	-28

Next part:
SMILES	PKA-R2B act	DAGLB inh	Arr AP2 block	DSG3 Ab inh	OPRM1-OPRD1 inv	MOR-DOR ag	V-ATPase pH	PKA-R1A activ	HTR5A ag	HTR5A inv ctr
CCOc1ccc(N(CC(=O)Nc2ccccc2OCC)S(=O)(=O)c2c(C)noc2C)cc1	-8	-8	-4	/	-9	1.6	5	0	-5	20
O=C(COc1ccc(S(=O)(=O)N2CCOCC2)cc1)N1CCN(c2ccccc2)CC1	-14	0	1	/	6	-1.2	0	0	3	-12
C=CCn1c(SCC(=O)NCc2ccc3c(c2)OCO3)nnc1-c1cccnc1	3	-1	-31	112	15	-3.1	-1	-8	-2	5
Cc1cc(NC(=O)CSc2nc3ccccc3c(=O)n2-c2ccccc2)no1	-15	0	-3	82	10	-1.8	3	-13	0	9
CN1C(=O)c2ccc(C(=O)NC3CCCCC3)cc2C1=O	-11	-2	-2	92	2	-0.3	3	1	1	6
Cc1ccc(NC(=O)CSc2nsc(SCC(=O)Nc3ccc(C)cc3C)c2C#N)c(C)c1	1	0	-4	99	3	-0.5	3	7	-5	12
CCC(=O)c1ccc(OCC(=O)NC2CCCC2)cc1	0	2	-4	117	0	0.1	1	-8	-1	4
Cc1cc(C)cc(NC(=S)N2CCN(Cc3ccccc3)CC2)c1	6	0	-6	87	10	-1.6	0	1	0	12
Cc1ccc(C(=O)NCCCNC(=O)c2ccccc2F)cn1	-7	-2	14	102	-16	1.9	-2	-9	-2	-20
O=C(NCC(=O)N1CCN(c2ccccc2F)CC1)c1cccs1	-4	0	10	101	10	-1.9	-5	8	6	-2
CC(=O)Nc1ccc(S(=O)(=O)Nc2ccc(S(=O)(=O)Nc3ncccn3)cc2)cc1	-4	-4	12	100	7	-1.4	0	10	-5	12
COC(=O)c1ccccc1NC(=O)/C=C/c1cc(OC)c(OC)c(OC)c1	3	-11	3	/	9	-2.2	3	9	-1	2
